Bioassay records: PubChem, The Scripps Research Institute Molecular Screening Center
M1 ag parental: nonselective activator or artifact in parental CHO-K1 cells | AID 602248 | hit rate 0.48% among 360,000 | Fluo-8 calcium fluorescence; scaled to maximal ATP response, vehicle zero | activation, % at 3 µM; in the data active = activation above about 15%;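 also: untransfected CHO-K1 host cells lacking M1 receptor as counterscreen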
V1aR counter: activates human V1a receptor in oxytocin agonist counter-screen; activation, % at 3 µM; hit rate 0.25% among 320,000; AID 2797; CHO-V1R cells, Fluo-8 calcium fluorescence, agonist mode; 0% DMSO, 100% 3 nM vasopressin;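 active = activation above the mean activation of all tested compounds plus 3 SD, per screening run, cut at about 20% in these data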;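 also: signal is peak over basal fluorescence ratio across a 100 second FLIPR read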
GPR7 antag: human neuropeptides B/W receptor 1 antagonism; inhibition, % at 4.4 µM; hit rate 1.1% among 290,000; GPR7-expressing cells, fluorescence antagonist assay; P48145; in the data active = inhibition above about 16%, passing the limit was not always enough;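 also: cells stimulated with the agonist NPW; 0% = agonist with vehicle and 100% = vehicle without agonist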
Target sequence (P48145 whole entry, looked up): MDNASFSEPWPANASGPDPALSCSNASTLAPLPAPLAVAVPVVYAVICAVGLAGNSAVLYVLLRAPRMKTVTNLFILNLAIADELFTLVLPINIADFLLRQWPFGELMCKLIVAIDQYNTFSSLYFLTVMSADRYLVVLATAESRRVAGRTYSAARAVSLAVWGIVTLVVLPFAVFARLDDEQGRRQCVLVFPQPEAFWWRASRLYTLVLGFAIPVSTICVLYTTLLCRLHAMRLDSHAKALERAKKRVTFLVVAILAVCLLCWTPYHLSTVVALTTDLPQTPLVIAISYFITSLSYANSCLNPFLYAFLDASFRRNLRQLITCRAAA
OXTR agonist: human OXTR agonism; CHO-OTR cells, Fluo-8 calcium fluorescence; normalized: DMSO 0%, oxytocin 100%; activation, % at 3 µM; hit rate 0.32% among 320,000; AID 2435;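 active = activation above the mean of all tested compounds plus 3 SD, cutoff set per screening run, cut at about 20% in these data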;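 also: peak over basal fluorescence ratio from a 100 s FLIPR kinetic read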
Target sequence (P30559 whole entry, looked up): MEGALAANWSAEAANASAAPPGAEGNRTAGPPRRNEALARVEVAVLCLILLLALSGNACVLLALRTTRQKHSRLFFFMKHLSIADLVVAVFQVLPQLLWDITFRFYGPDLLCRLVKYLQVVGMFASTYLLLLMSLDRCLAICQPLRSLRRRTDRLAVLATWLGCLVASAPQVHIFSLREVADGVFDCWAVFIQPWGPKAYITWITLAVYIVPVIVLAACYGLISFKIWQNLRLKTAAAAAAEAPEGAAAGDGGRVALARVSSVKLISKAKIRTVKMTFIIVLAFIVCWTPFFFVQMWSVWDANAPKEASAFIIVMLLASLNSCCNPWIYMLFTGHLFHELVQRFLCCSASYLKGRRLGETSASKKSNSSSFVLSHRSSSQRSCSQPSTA
OXTR potentiator: human OXTR potentiation; P30559; CHO-OTR cells, Fluo-8 calcium fluorescence, potentiator mode; 0% = oxytocin EC15, 100% = EC100; activation, % at 3 µM; hit rate 0.061% among 320,000;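 active = activation above that plate's cutoff, the mean activation of tested compounds plus 3 SD, cut at about 6.6% in these data, passing the limit was not always enough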;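 also: 100% uses oxytocin at 75 nM as the full agonist control; some results filed as inactive read as strong as hits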
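Assay system: CHO-OTR cells, human receptor / Also added: oxytocin at about EC15, sub-maximal agonist stimulus / Dosing: single dose, 3.0 µM nominal final compound concentration / Incubation: 6 min pre-incubation, 100 s read / Technique: Fluo-8 calcium dye fluorescence / Read-out: % activation vs EC15 and EC100 oxytocin / Benchmarks: EC15 oxytocin low, 75 nM oxytocin high / Replicates: singlicate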
TAAR1 antag: human TAAR1 antagonism; Q96RJ0; CHO RD-HGA16 TAAR1, Fluo-8 calcium fluorescence, antagonist; inhibition, % at 3 µM; hit rate 1.5% among 360,000; AID 624466;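 active = inhibition above a per-plate cutoff, the mean inhibition of test compounds on that plate plus 3 SD, cut at about 49% in these data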;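 also: 0% = DMSO plus EC80 beta-PEA response and 100% = DMSO alone without agonist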
Target sequence (Q96RJ0 whole entry, looked up): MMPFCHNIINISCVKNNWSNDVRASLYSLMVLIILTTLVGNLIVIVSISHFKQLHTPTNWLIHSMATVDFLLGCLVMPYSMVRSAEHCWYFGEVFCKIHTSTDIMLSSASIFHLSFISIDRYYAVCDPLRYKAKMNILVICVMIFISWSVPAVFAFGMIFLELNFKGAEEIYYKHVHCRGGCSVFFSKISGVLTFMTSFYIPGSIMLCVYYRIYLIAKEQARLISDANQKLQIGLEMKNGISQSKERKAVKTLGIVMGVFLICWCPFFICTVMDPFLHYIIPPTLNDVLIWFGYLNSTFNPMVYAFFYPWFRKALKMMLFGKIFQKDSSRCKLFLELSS
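Test system: CHO RD-HGA16 cells bearing hTAAR1 | Reagent: β-PEA, EC80 | Compound dosing: 3 µM, single point | Schedule: Dye loading 75 min at 37 °C, then 30 min room temperature | Signal: Calcium fluorescence with Fluo-8 | Evaluation: Percent inhibition of PEA-evoked calcium signal, max/basal emission ratio | Control set: DMSO-only wells and EC80 β-PEA-stimulated wells | Repeats: Singlicate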
CHO-K1 Ca antag: counter-screen for M1 antagonists: effect in parental CHO-K1 cells | ATP-induced calcium, Fluo-8 fluorescence | inhibition, % at 3 µM | hit rate 0.6% among 360,000 | AID 602250;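 active = inhibition above a per-plate cutoff, the plate's mean sample inhibition plus 3 SD, cut at about 24% in these data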;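 also: 0% = DMSO plus EC80 ATP and 100% = DMSO alone without ATP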
CHO parental Ca: counter-screen: ATP calcium response change in parental CHO cells. parental CHO-K1, ATP-induced calcium, Fluo-8 fluorescence. inhibition, % at 5.6 µM. hit rate 0.63% among 330,000. AID 463079;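 active = inhibition above that plate's mean sample inhibition plus 3 SD, cut at about 26% in these data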;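 also: 0% = ATP-challenged DMSO wells and 100% = DMSO wells without ATP; some compounds past the cut are filed as inactive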
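Assay system – parental CHO cells · Reagent – ATP stimulus · Detection – intracellular calcium via Fluo-8 no-wash fluorescent dye · Evaluation – percent inhibition of ATP-evoked calcium rise, normalized to controls · Controls – ATP wells versus no-ATP DMSO wells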
CHO-K1 Ca PAM: nonselective activator or artifact in parental CHO-K1 calcium assay. ATP EC20, Fluo-8 calcium fluorescence; 0% at ATP EC20, 100% at ATP max. AID 602247. hit rate 0.02% among 360,000. activation, % at 3 µM;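 active = activation above the run cutoff, the mean activation of all test compounds plus 3 SD, cut at about 40% in these data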;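 also: peak over basal fluorescence ratio in a 140 s read after ATP addition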
Numbers without * were called inactive; · = not tested or not shown; & = joins results of further samples.

SMILES	M1 ag parental	V1aR counter	GPR7 antag	OXTR agonist	OXTR potentiator	TAAR1 antag	CHO-K1 Ca antag	CHO parental Ca	CHO-K1 Ca PAM
O=C(Nc1ccccc1O)c1cc2cc(Br)ccc2oc1=O	0.2	-0.3	4	0.6	-4	-9	-11	1	10
CC(=O)O[C@H]1C2OC(=O)C(C)=C2[C@@H]2OC(=O)[C@]3(CCC4OC41C)OC23 (stereo partly specified)	0.6	-0.1	-9	-0.4	-8	·	-12	-8	2
O=C(c1ccc(=O)oc1)N1CCCc2ccccc21	0.6	2.3	-6	1.0	-13	3	11	-16	-4
CCN(CC)C(=O)c1ccc(S(=O)(=O)c2ccccc2)cc1	2.8	5.8	-13	0.6	-10	2	-3	-1	9
O=C1CCCc2ccccc2N1	0.5	0.9	-9	0.0	-9	-8	-5	-1	2
O=C(NNC(=O)C12CC3CC(CC(C3)C1)C2)c1csc(N2CCOCC2)n1	1.1	0.2	·	-0.7	-5	4	-4	-3	3
CSc1nc2ncc(C(=O)O)c(N)n2n1	0.1	0.8	-3	0.7	0	10	2	2	-12
Cc1ccnc(NCc2cc(Cl)ccc2O)c1	1.3	·	·	·	·	-17	-10	·	26
COc1ccc2c(c1)c1ncn(Cc3ccco3)c(=O)c1n2C	-0.3	-1.3	2	-3.0	-2	9	-4	-23	1
Cc1cccc(CCNS(=O)(=O)c2ccc3c(c2)NC(=O)CS3)c1	1.0	3.0	-10	-0.5	-6	-5	-6	-27	4
O=C(N1CCCCC1)C1(S(=O)(=O)c2ccccc2)CC=CC1	-0.5	-1.0	-2	-1.4	-2	-5	-11	-2	14
Cc1cc(OC(=O)C2CC2)c([N+](=O)[O-])c(=O)[nH]1	-0.1	0.0	-9	3.7	-17	-15	1	1	11
CCCn1c(C(C)NC(=O)c2ccccc2)n[nH]c1=S (stereo unspecified)	17*	8.9	-9	0.5	-3	-21	0	-6	12
Cc1ccccc1-c1nc(CN2CCC(C(=O)NCCN3CCOCC3)CC2)c(C)o1	0.0	-0.5	-9	-0.8	-7	4	-4	-13	4
CCOC(=O)c1ccc(NC(=S)NC(=O)c2cncc(Br)c2)cc1	0.4	0.4	-4	-0.1	-10	9	-10	-8	2
O=C(NCc1cccs1)c1cc(-c2ccncc2)nc2ccc(Br)cc12	·	0.0	-9	-0.6	-2	·	·	-26	·
Nc1ccc(S(=O)(=O)O)cn1	1.0&0.8&0.0	0.0&0.2&0.6	-3&3&-2	0.9&1.1&0.3	-3&-5&-3	-25&-3&-3	-7&-17&5	-7&-10&-5	19&5&7
Cc1ccccc1S(=O)(=O)Cc1ccc(C(=O)N2CCN(c3ccc(F)cc3)CC2)o1	5.1	6.1	8	2.0	-3	19	-2	-24	10
COc1cc(/C=C2\SC(=N)N(c3ccc4c(c3)OCO4)C2=O)cc(OC)c1O	1.9	6.0	-7	6.3	-1	18	0	-1	1
N#Cc1cc2c(nc1SC1CC(=O)N(c3ccccc3)C1=O)CCC2 (stereo unspecified)	0.6	-0.1	-2	-0.6	-2	·	-2	-9	13
Cc1ccc(CCNC(=O)C2CC(=O)N(C3CCCCC3)C2)cc1 (stereo unspecified)	1.0	-0.5	28*	-1.5	-1	11	-6	-11	0
O=C(NCCC(=O)N1CCN(S(=O)(=O)c2ccc(Cl)cc2)CC1)Nc1ccccc1	0.7	·	·	·	·	-19	-14	·	-6
S=C(Nc1ccc(Br)cc1)N1CCN(c2ccccn2)CC1	6.4	6.3	-5	7.0	-14	11	4	-17	2
COCCNc1nnc(Cc2ccccc2)c(=O)[nH]1	-0.2	0.6	-3	0.2	-6	-9	-4	-8	17
CCOC(=O)[C@]12CCC=C1N(Cc1ccc(Cl)cc1Cl)C(=O)[C@H](CC(=O)N1CCCCC1)C2	-0.3	·	·	·	·	-29	-5	·	-5
COC(=O)[C@@H]1CCCN1Cc1c(C(=O)N2CCOCC2)nc2c(C)cccn12	1.3	0.9	-7	0.8	-2	3	-3	-13	14
COc1ccc(/C=N/NC(=O)c2nnn(-c3nonc3N)c2-c2cccs2)c(OC)c1	4.3	6.0	-11	3.3	-7	1	7	-1	-9
Cc1ccc2c(C)c(C(=O)N(Cc3ccc(F)cc3)C3CCS(=O)(=O)C3)oc2c1 (stereo unspecified)	0.4	-0.3	-3	-1.2	-3	-11	4	-11	-2
CCCS(=O)(=O)c1nc(S(=O)(=O)c2ccc(C)cc2)c(N2CCCCC2)s1	1.7	·	·	·	·	1	-13	·	14
O=C(/C=C/c1cn(-c2ccccc2)nc1-c1ccc2c(c1)OCCO2)NCCCN1CCOCC1	0.7	1.4	-2	0.3	-7	-3	-9	-12	1
COc1ccc(/C=N/Nc2ncnc3sc4c(c23)CCCC4)cc1OC	0.1	-1.0	6	-1.0	-8	0	-4	-13	13
C[C@H]1CN([C@@H](C)CO)C(=O)c2cccc(NC(=O)Nc3ccc(C(F)(F)F)cc3)c2O[C@H]1CN(C)C	-0.3	2.3	·	0.4	-7	5	1	-12	3
Cc1cc(C)n2nc(C(=O)Oc3ccc4c(c3)OCO4)nc2n1	0.1	1.1	·	-0.1	-7	2	-13	-4	3
Cc1nnc(SCC(=O)c2ccc(Cl)cc2)n(N)c1=O	-0.5	-0.1	-4	-1.3	-5	-15	-2	10	2
COC(=O)c1ccccc1NC(=O)C1(S(=O)(=O)c2ccc(Cl)cc2)CC1	-0.1	1.5	-8	-1.7	-10	2	15	-21	-15
C=CCc1ccc(OCc2ccc(C(=O)OC)o2)c(OC)c1	1.1	-1.2	4	-1.2	-3	-11	-1	-8	12
O=C(/C=C1\SC(=O)NC1=O)Nc1ccc(F)cc1	0.5	-0.8	-18	-0.3	0	-29	-15	1	17
COc1ccc(CCN2CC(C(=O)NCc3ccon3)CCC2=O)cc1 (stereo unspecified)	0.8	·	·	·	·	-15	-7	·	20
Cc1nc2nc(C)c(CCC(=O)O)c(C)n2n1	3.9	0.4	-1	0.3	0	-13	-10	-5	-1
CCn1c(SCc2nc(-c3cccs3)no2)nnc1-c1c[nH]c2ccccc12	2.9	8.9	14	4.3	-26	50*	-5	-25	-2

Structures listed so far that contain a Cl atom (five):
SMILES	M1 ag parental	V1aR counter	GPR7 antag	OXTR agonist	OXTR potentiator	TAAR1 antag	CHO-K1 Ca antag	CHO parental Ca	CHO-K1 Ca PAM
Cc1ccnc(NCc2cc(Cl)ccc2O)c1	1.3	·	·	·	·	-17	-10	·	26
O=C(NCCC(=O)N1CCN(S(=O)(=O)c2ccc(Cl)cc2)CC1)Nc1ccccc1	0.7	·	·	·	·	-19	-14	·	-6
CCOC(=O)[C@]12CCC=C1N(Cc1ccc(Cl)cc1Cl)C(=O)[C@H](CC(=O)N1CCCCC1)C2	-0.3	·	·	·	·	-29	-5	·	-5
Cc1nnc(SCC(=O)c2ccc(Cl)cc2)n(N)c1=O	-0.5	-0.1	-4	-1.3	-5	-15	-2	10	2
COC(=O)c1ccccc1NC(=O)C1(S(=O)(=O)c2ccc(Cl)cc2)CC1	-0.1	1.5	-8	-1.7	-10	2	15	-21	-15

The results go on.
SMILES	M1 ag parental	V1aR counter	GPR7 antag	OXTR agonist	OXTR potentiator	TAAR1 antag	CHO-K1 Ca antag	CHO parental Ca	CHO-K1 Ca PAM
O=C(N/C=C/c1ccccc1)Nc1ccc(Cl)cc1	4.0	4.6	12	2.6	-12	34	-13	-8	19
CCOc1cc(NC(=O)c2cccs2)c(OCC)cc1NC(=O)CCC(=O)NCc1ccccn1	·	-0.9	4	-0.1	0	0	·	-14	·
COc1ccccc1OCc1cc(C(=O)N2CCCC(OCc3cccnc3)C2)no1 (stereo unspecified)	2.8	2.0	-8	0.5	-8	-12	-10	-13	2
O=C(COC(=O)c1cnc(Cl)c(Cl)c1)NC1CC1	2.8	1.7	·	1.5	-1	-7	-3	-7	6
COc1ccc(C(=O)/C=C/Nc2ccc(S(=O)(=O)Nc3ncccn3)cc2)cc1	·	0.9	3	-0.6	5	·	·	-3	·
S=C(Nc1ccc(Nc2ccccc2)cc1)NN1CCOCC1	2.4	5.6	-12	3.9	-9	-23	-1	-11	17
COc1ccc(-c2ccc(C#N)c(OC)n2)cc1	0.5	-1.9	1	-2.8	-4	6	-5	-19	19
COc1ccc(NC(=O)c2cc3cc(OC)ccc3oc2=O)cc1	0.6	-0.7	·	0.2	-2	-36	-13	5	12
Cc1cc(NC(=O)COC(=O)c2ccccc2S(=O)(=O)N(C)c2ccccc2)no1	1.8	0.6	-5	0.2	-3	-6	-10	-17	28
COc1ccc(CCNC(=O)c2cccc3ccccc23)cc1OC	1.3	-0.5	-12	0.5	-14	9	-12	-5	8
CCCc1ccc(C(O)c2ncc(-c3ccc(C)cc3)[nH]2)cc1 (stereo unspecified)	1.8	·	·	·	·	2	-14	·	8
CCN(CC)C(=O)C1=C(C)N(CCCN2CCCC2=O)C(=O)C(CC(=O)NCc2ccco2)C1 (stereo unspecified)	-0.2	·	·	·	·	8	-4	·	3
COc1ccc(Cl)cc1NC(=O)CN(C)C(C)C(=O)NCC1CCCCC1 (stereo unspecified)	0.7	-0.6	11	-1.4	-1	4	3	-13	11
CN(CCO)C1=NS(=O)(=O)c2cc([N+](=O)[O-])ccc21	-0.2	1.1	-8	-0.5	-1	9	3	-9	15
Cc1ccc(C(=O)C(OC(=O)CNC(=O)c2ccc(Cl)cc2)c2ccccc2)cc1 (stereo unspecified)	0.7	2.2	-10	2.5	-5	5	11	-20	2
Cc1sc2ncnc(N3CCN(c4ncccn4)CC3)c2c1C	3.8	-0.6	-14	-1.8	-2	28	1	-31	9
O=C(Nc1ccc2snnc2c1)Nc1cccc2ccccc12	7.8	10	36*	12	-11	1	29*	27*	4
CN(CC(=O)Nc1cccc(F)c1)C(=O)c1cccc(S(=O)(=O)N2CC3(C)CC2CC(C)(C)C3)c1 (stereo unspecified)	2.0	0.2	·	1.1	-12	1	0	-20	1
COCc1cc(C)nc(Oc2ccccc2)c1C#N	-0.6	-1.4	-1	-2.3	3	-5	-4	0	-3

One compound at a time, from the list above. Screens in order: M1 ag parental	V1aR counter	GPR7 antag	OXTR agonist	OXTR potentiator	TAAR1 antag	CHO-K1 Ca antag	CHO parental Ca	CHO-K1 Ca PAM
Cc1ccc(C(=O)C(OC(=O)CNC(=O)c2ccc(Cl)cc2)c2ccccc2)cc1 (stereo unspecified) is listed with 0.7	2.2	-10	2.5	-5	5	11	-20	2
O=C(N/C=C/c1ccccc1)Nc1ccc(Cl)cc1 is listed with 4.0	4.6	12	2.6	-12	34	-13	-8	19
